ARNT-TACC3 inh – disrupts binding between human ARNT and TACC3 | AlphaScreen His-ARNT PAS-B/GST-TACC3 binding, luminescence; TACC3 fragment carries E629A point mutation | Q9Y6A5 | hit rate 0.66% among 390,000 | inhibition, % at 9.99 µM;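 active means mean inhibition of replicates at least 50% and at least half of replicates each reaching 50%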;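 further: 0% = complete ARNT plus TACC3 wells and 100% = ARNT alone without TACC3; many hits fall short of the cut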
ERp5 inh – blocks human ERp5 reductase activity on insulin. ERp5 insulin aggregation, absorbance 650 nm, 90 min. inhibition, % at 9.99 µM. Q15084. hit rate 0.05% among 350,000;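 active means mean replicate inhibition above about 25%, with every replicate also reaching it, limit read from the data, passing the limit was not always enough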
Target sequence (Q15084 whole entry, looked up): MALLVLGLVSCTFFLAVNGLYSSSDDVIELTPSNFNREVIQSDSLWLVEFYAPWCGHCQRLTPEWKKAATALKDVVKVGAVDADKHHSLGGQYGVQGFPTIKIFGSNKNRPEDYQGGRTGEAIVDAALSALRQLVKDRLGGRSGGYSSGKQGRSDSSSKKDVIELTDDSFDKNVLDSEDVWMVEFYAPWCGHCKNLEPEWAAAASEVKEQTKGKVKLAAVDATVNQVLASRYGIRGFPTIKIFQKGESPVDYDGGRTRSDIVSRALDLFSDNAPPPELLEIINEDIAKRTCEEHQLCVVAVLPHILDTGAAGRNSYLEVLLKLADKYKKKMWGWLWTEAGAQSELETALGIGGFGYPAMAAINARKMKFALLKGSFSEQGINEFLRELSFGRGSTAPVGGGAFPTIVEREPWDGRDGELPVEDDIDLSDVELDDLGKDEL
esBAF inh – inhibitors of esBAF chromatin remodeling in mouse ES cells; hit rate 2% among 350,000; Bmi1-luciferase knock-in reporter, 24 h; 100% = twice the neutral-well signal; reporter increase, % at 12.5 µM; in the data active means activation above about 40%;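 further: 0% = median of the plate's neutral control wells and 100% = double that signal; a rise in the Bmi1 reporter signal indicates esBAF inhibition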
SIRT5 inh – inhibitors of human sirtuin-5 desuccinylase. Purified SirT5, succinyl-peptide AMC, trypsin-coupled fluorescence. inhibition, % at 15 µM. hit rate 1.1% among 330,000. Q9NXA8; in the data active means inhibition above about 15%
Target sequence (Q9NXA8 whole entry, looked up): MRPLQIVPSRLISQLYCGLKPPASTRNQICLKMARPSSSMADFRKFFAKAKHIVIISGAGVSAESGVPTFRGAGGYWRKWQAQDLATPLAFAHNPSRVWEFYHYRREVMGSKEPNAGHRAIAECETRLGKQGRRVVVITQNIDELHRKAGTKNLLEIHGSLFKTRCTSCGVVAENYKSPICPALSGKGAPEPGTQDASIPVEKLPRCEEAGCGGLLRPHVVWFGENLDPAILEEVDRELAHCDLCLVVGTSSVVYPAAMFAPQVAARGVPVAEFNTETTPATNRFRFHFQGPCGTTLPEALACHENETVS
miR122 inh – miR-122 inhibition in Huh7 cells; Huh7 miR-122 Renilla luciferase sensor, 48 h; neutral wells = 0, positive control = 100; activation (reporter increase), % at 12.5 µM; hit rate 0.3% among 340,000;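 active means mean replicate activation score at least 90 and every replicate individually at or above 90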;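 further: higher luciferase means less miR-122 activity so hits act as miR-122 inhibitors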
C2C12 statin – suppression of simvastatin myotoxicity; C2C12 myotubes + simvastatin, ATP luminescence, 48 h; scaled: DMSO 0, geranylgeraniol control 100; rescue of ATP level, % at 7.49 µM; hit rate 0.78% among 330,000; AID 602340;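 active means mean ATP rescue above about 67%, or every replicate alone reaching that limit, limit read from the data, passing the limit was not always enough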;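 further: myotubes were challenged with 10 µM simvastatin during compound exposure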
Cneo AK release – Cryptococcus neoformans lysis via adenylate kinase release; C. neoformans lysis, adenylate kinase release luminescence, 4 h; normalised: neutral wells 0, clomiphene wells 100; lysis activity, % at 15 µM; hit rate 0.2% among 360,000; AID 651654;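 active means mean lysis activity across replicates of at least 80%, whatever share of replicates individually reach that level; inactive means mean lysis activity below 80%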
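Assay system: log-phase C. neoformans yeast / Quantity: yeast cell density of 5 × 10^6 cells/mL / Medium: fresh YPD growth medium / Compound: single dose / Timing: static 4 h at 37 °C with compound, 1 h detection / Measured by: adenylate kinase release luminescence / Read-out: lysis from increased AK signal / Benchmarks: Clomiphene as positive lysis control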
* marks the source's active call; other numbers are inactive results; nt = no result given; [ ] = remark or other dose.

SMILES	ARNT-TACC3 inh	ERp5 inh	esBAF inh	SIRT5 inh	miR122 inh	C2C12 statin	Cneo AK release
CC[C@@]1(C(=O)OC)N[C@H](CN(C)C(=O)Nc2ccc(F)cc2)[C@@H]2C(=O)N(C)C(=O)[C@@H]21	-4	5	3	-7	-5	3	-1
CCOC(=O)c1ccc(NC(=S)N2CCSC2c2ccc(Cl)cc2)cc1 (stereo not drawn)	-6	8	3	-2	-3	8	2
CCn1c(SCC(=O)Nc2cccc(NC(=O)c3cccs3)c2)nnc1-c1ccncc1	-2	nt	4	nt	6	15	-1
COc1cccc(S(=O)(=O)N[C@@H]2CC[C@H](CCNC(=O)Cc3ccncc3)O[C@H]2CO)c1	nt	-1	1	6	nt	2	0
CCOc1cc(C2Nc3ccccc3C(=O)N2c2ccccc2)ccc1O (stereo not drawn)	-3	-1	45*	-4	2	6	0
CC1CCN(C(=O)CSc2nc3ccccc3[nH]2)CC1	-8	1	51*	-12	nt	-1	-4
COc1ccc(C#Cc2ccc3c(c2)O[C@H](CN(C)C(C)=O)[C@H](C)CN([C@H](C)CO)S3(=O)=O)cc1	-12	-2	7	10	-11[16.7 µM]	15	-1
COc1ccc2oc(C(=O)N(C)Cc3ccc(OC(F)F)cc3)c(C)c2c1	23	2	7	1	-1	2	-1
COc1ccc(OC)c(N(CC(=O)N2CCOCC2)S(C)(=O)=O)c1	9	3	1	-2	4	4	0
CCN(CC)C(=O)C1CCN(Cc2cccc(OCc3ccccc3)c2)CC1	-13	nt	0	nt	-5	nt	1
CCCCNC(=O)CC1C(=O)N(Cc2ccccc2)C(C)c2nc3ccccc3n21 (stereo not drawn)	2	nt	-3	nt	3	-16	-1
COc1ccc(NC(=O)c2cc(C)on2)cc1	22	6	38	-2	-4	-5	nt
CC(=O)Oc1ccc(Cn2c(C)c(C(=O)NCc3ccccc3C(F)(F)F)sc2=O)cc1	nt	-1	19	nt	nt	24	0
O=C(NNC(=O)C1CCN(S(=O)(=O)c2ccccc2C(F)(F)F)CC1)c1ccccc1O	13	-1	-8	-3	5	-10	-3
Cn1nccc1NS(=O)(=O)c1ccc(C(C)(C)C)cc1	-9	1	nt	-4	nt	nt	nt
CCOc1ccc(COC(=O)C2CC(=O)N(CCc3ccccc3)C2)cc1OC (stereo not drawn)	0	-2	5	2	nt	0	-2
COC(=O)c1cc(S(=O)(=O)N2c3ccccc3CC2C)c[nH]1 (stereo not drawn)	-7	-5	-4	-3	17	2	1
CCOC(=O)C1CCCN(c2c(NCCCN(CC)c3cccc(C)c3)c(=O)c2=O)C1 (stereo not drawn)	0	nt	2	nt	-6	5	-2
COc1ccccc1N1CCN(C(=O)Cc2c(C(=O)O)[nH]c3ccc(Cl)cc23)CC1	-21	-5	nt	0	2	nt	nt
COc1ccc(OC)c(-c2cc(C(=O)O)c3cc4ccccc4cc3n2)c1	nt	-5	4	nt	5	5	0
O=C(Nc1cccc(Cl)c1)NC1CCN(C2CCCCC2)C1 (stereo not drawn)	-4	5	-4	3	nt	2	0
COc1ccc(Cl)cc1NC(=O)c1cc(-c2ccc(C)cc2O)n[nH]1	0	5	0	-2	0	-13	-3
Cc1noc(C)c1S(=O)(=O)Nc1ccc2c(c1)C(=O)N([C@H](C)CO)C[C@@H](C)[C@H](CN(C)C(=O)Nc1ccc(C(F)(F)F)cc1)OCCCC[C@@H](C)O2	-1	7	-4	14	-11[16.7 µM]	nt	3
Cc1cc(Br)ccc1NC(=O)CN(C)C(=O)COc1cccc2c1OC(C)(C)C2	0	9	nt	-2	nt	1	2
COc1ccc(NC(=O)Nc2ccc3c(c2)C(=O)N([C@@H](C)CO)C[C@@H](C)[C@H](CN(C)C(=O)Nc2ccc4c(c2)OCO4)O3)cc1	5	nt	4	nt	4[16.7 µM]	14	-1
COCC(=O)N1CCCCN2[C@H](CO)[C@@H](c3ccc(-c4ccccc4)cc3)[C@H]2C1	-5	-2	nt	1	-1[16.7 µM]	nt	-1
CC(C)(C)NC(=O)Cc1ccc(Cl)c(Cl)c1	-4	-9	nt	6	nt	nt	nt
COc1ccc(C(=O)C2CCCN(Cc3cccn3-c3ccc(Cl)cn3)C2)c(OC)c1 (stereo not drawn)	-7	3	-34	-2	-3	-40	nt
Cc1ccc(S(=O)(=O)N2CCN(c3ccccc3)CC2)cc1	19	-4	-10	1	1	3	-5
N#C/C(=C\c1ccc2c(c1)OCCO2)C(=O)NC1CCCCC1	-1	3	nt	-2	nt	nt	nt
Cc1nn(C)cc1CNC(=O)c1ccc(F)cc1	1	2	nt	-2	nt	nt	nt
CCSc1ccccc1C(=O)N1CCN(c2ccccc2F)CC1	-11	nt	3	nt	1	0	-4
O=C(NC12CC3CC(CC(C3)C1)C2)N1CCC(O)CC1	-13	nt	-11	nt	-7	-13	3
N#Cc1ccc(S(=O)(=O)N2CCC(N3CCCCC3)CC2)cc1	2	5	-1	-2	-3	43	-1
Cc1nnc(NC(=O)CSc2nnc(-c3ccccc3)n2C)s1	-29	-7	nt	-2	nt	nt	nt
O=C(Nc1ccccc1C(=O)NCCc1ccccc1)c1cnccn1	nt	-1	31	nt	7	5	2
Cc1ccc(=O)n(C(C(=O)NCc2ccco2)C(=O)c2ccc(F)cc2)c1 (stereo not drawn)	3	nt	0	nt	-6	-3	0
O=C(Nc1cc(F)cc(F)c1)c1ccc(NCCCN2CCCCCC2)c([N+](=O)[O-])c1	3	3	nt	0	nt	nt	nt
O=C(c1ccc2c(=O)n3c(nc2c1)CCCCC3)N1CCN(Cc2ccccc2)CC1	1	nt	-7	nt	0	-16	0
CC(C)(C)OC(=O)C1=CC[C@@H](c2ccc(Cl)c(Cl)c2)N(S(=O)(=O)c2ccc(F)cc2)[C@H]1c1cccc(F)c1	nt	-1	-2	4	-4	-1	0
Cc1ccccc1OCC(=O)NC(=S)Nc1ccccc1N1CCN(S(C)(=O)=O)CC1	3	2	nt	0	-3	nt	0
O=C(O)C1CSC(c2ccccc2Cl)N1C(=O)c1ccc(Cl)cc1 (stereo not drawn)	nt	nt	2	nt	-6	9	1
CCC(C)Nc1nc2c(c(=O)n(C)c(=O)n2C)n1C (stereo not drawn)	21	2	6	-1	-4	-3	-2
O=C(Nc1ccc(S(=O)(=O)N2CCOCC2)cc1)c1ccc2ncsc2c1	8	-5	22	0	9	-6	nt
CCN1CCc2c(sc(NC(=O)Cc3ccccc3)c2C(=O)OC)C1	2	-4	-3	3	3	-7	1
O=C(Nc1nc2ccccc2s1)c1c(F)cccc1Cl	-7	1	52*	-3	-6	5	3
CCOC(=O)c1ccc(NC2Nc3cc(C)nn3S2)cc1 (stereo not drawn)	-5	3	6	-1	5	5	0
CC1=NNC(=O)/C1=C\c1cn(-c2ccccc2)nc1-c1ccccc1	-20	0	nt	-2	11	nt	nt
CCCNC(=O)/C(C#N)=C1\N=C(NC(=O)c2cccs2)c2ccccc21	9	2	4	-1	6	11	-2
O=C(CN1C(=O)NC2(CCCCC2)C1=O)N1CCN(S(=O)(=O)c2ccc(Cl)s2)CC1	nt	1	3	-1	1	-6	0
Cc1ccc(N2C(=O)c3ccccc3C2Nc2ccccc2)nc1 (stereo not drawn)	-1	-12	-5	5	nt	-1	-2
CCN(C(=S)NC(=O)C1CC1)c1ccccc1	-7	2	nt	2	3	nt	-2
O=C(Nc1ccccc1N1CCOCC1)C1(c2ccc(Cl)cc2)CCC1	-4	-5	nt	-1	nt	nt	nt
CCOCCn1c(CN2CCN(c3ccc(OC)cc3)CC2)nc2c1c(=O)n(C)c(=O)n2C	-17	nt	-9	nt	-4	10	-1
Cc1cc(SCc2ccccc2)nc(=O)[nH]1	-2	nt	nt	nt	3	nt	-1
O=C(Nc1ccc2c(c1)OCO2)C1Cc2c(-c3cccnc3)ccnc2O1 (stereo not drawn)	nt	1	4	-5	-3	5	-3
COC(=O)CP(=O)(c1ccccc1)c1ccccc1	0	nt	-1	nt	-3	10	nt
O=C(Cc1coc(-c2ccc(F)cc2)n1)NCc1ccccc1	-6	nt	-3	nt	-2	nt	10
COc1ccc(C(O)c2ncc(-c3ccccc3C)[nH]2)cc1 (stereo not drawn)	nt	7	nt	-3	nt	nt	-2
CCCCCCNC(=O)c1cccc(-c2ccc(C)c3ccccc23)n1	27	1	1	-2	1	11	6
(listing goes on)
SMILES	ARNT-TACC3 inh	ERp5 inh	esBAF inh	SIRT5 inh	miR122 inh	C2C12 statin	Cneo AK release
CCOC(=O)c1cccc(NC(=O)CSc2nnc(-c3ccoc3C)n2CCOC)c1	0	nt	-4	nt	-6	-1	2
CC(Oc1cccnc1[N+](=O)[O-])C(=O)N1CCc2ccccc21 (stereo not drawn)	nt	-1	-2	-1	-1	2	nt
CCOC(=O)N1CCN(C(=O)COC(=O)c2cc(Cl)cc(Cl)c2)CC1	0	-5	0	1	2	1	-1
CC(C)COc1cccc(C(=O)N2CCN(C(=O)c3ccco3)CC2)c1	1	nt	-3	2	-3	8	-2
COc1ccc(CNC(=O)C[C@H]2C[C@@H]3c4cc(NS(=O)(=O)c5ccc(F)cc5)ccc4O[C@@H]3[C@@H](CO)O2)cc1	-4	0	8	5	7[16.7 µM]	11	3
CCC(=O)NC[C@@H]1[C@H](c2ccc(-c3ccccc3)cc2)[C@@H](CO)N1C(=O)C1CC1	-12	-2	-1	2	0[16.7 µM]	5	0
CN1CCN(C(=O)C[C@H]2C[C@H]3c4cc(NC(=O)Cc5ccncc5)ccc4O[C@H]3[C@@H](CO)O2)CC1	0	2	-5	-4	3[16.7 µM]	11	-4
COCC(=O)Nc1ccc2c(c1)[C@H]1C[C@@H](CC(=O)NCc3ccccc3)O[C@@H](CO)[C@H]1O2	-6	0	-1	-5	-1[16.7 µM]	0	2
Cc1ccc(C2(C)NC(=O)N(CC(=O)NCCC3=CCCCC3)C2=O)cc1 (stereo not drawn)	4	nt	6	nt	-5	-3	-1
CCOC(=O)C1=C(SCC(=O)Nc2ccccc2)NC(=O)C(C#N)C12CCCCC2 (stereo not drawn)	5	nt	5	nt	nt	-6	-5
CC(Sc1nc(NCc2ccccc2)nc(N(C)C)n1)C(=O)Nc1ccccc1 (stereo not drawn)	4	nt	2	nt	4	-8	0
N#CCCN(CC(=O)O)S(=O)(=O)c1ccccc1	-5	nt	-11	nt	-1	8	-2

Gathered by group: those above containing a CF3 group.
SMILES	ARNT-TACC3 inh	ERp5 inh	esBAF inh	SIRT5 inh	miR122 inh	C2C12 statin	Cneo AK release
CC(=O)Oc1ccc(Cn2c(C)c(C(=O)NCc3ccccc3C(F)(F)F)sc2=O)cc1	nt	-1	19	nt	nt	24	0
O=C(NNC(=O)C1CCN(S(=O)(=O)c2ccccc2C(F)(F)F)CC1)c1ccccc1O	13	-1	-8	-3	5	-10	-3
Cc1noc(C)c1S(=O)(=O)Nc1ccc2c(c1)C(=O)N([C@H](C)CO)C[C@@H](C)[C@H](CN(C)C(=O)Nc1ccc(C(F)(F)F)cc1)OCCCC[C@@H](C)O2	-1	7	-4	14	-11[16.7 µM]	nt	3

Returning to the listing, starting 3 compounds before the break.
SMILES	ARNT-TACC3 inh	ERp5 inh	esBAF inh	SIRT5 inh	miR122 inh	C2C12 statin	Cneo AK release
CCOC(=O)C1=C(SCC(=O)Nc2ccccc2)NC(=O)C(C#N)C12CCCCC2 (stereo not drawn)	5	nt	5	nt	nt	-6	-5
CC(Sc1nc(NCc2ccccc2)nc(N(C)C)n1)C(=O)Nc1ccccc1 (stereo not drawn)	4	nt	2	nt	4	-8	0
N#CCCN(CC(=O)O)S(=O)(=O)c1ccccc1	-5	nt	-11	nt	-1	8	-2
C[C@@H]1CN([C@@H](C)CO)C(=O)c2cc(-c3cncnc3)cnc2O[C@H]1CN(C)C(=O)Cc1ccccc1	-1	1	3	1	-13[16.7 µM]	14	80*
NS(=O)(=O)c1ccc(CCNC(=O)CCc2ccccc2)cc1	nt	2	nt	-5	0	nt	-2
CCOC(=O)c1c(NC(=O)c2cccc([N+](=O)[O-])c2C(=O)O)sc2c1CCCC2	-5	-2	-7	-2	-7	-1	-3
CO[C@@H]1CN(C)C(=O)c2cc(NS(=O)(=O)Cc3ccccc3)ccc2OC[C@H](C)NC[C@H]1C	1	1	-1	0	nt	3	0
COc1ccc(C)cc1NCc1ccc([N+](=O)[O-])cc1	-2	-5	-3	-4	1	15	-3
COc1ccc(C)cc1NC(=O)NC(C)c1ccc2c(c1)OCO2 (stereo not drawn)	-5	3	nt	-3	nt	nt	6
CC1(C)OC1(C#N)c1ccccc1 (stereo not drawn)	-3	-8	-3	-6	nt	-1	-1
